LDHA inh = inhibitors of human lactate dehydrogenase A; purified LDHA, NADH/diaphorase-resazurin fluorescence; active compounds read low; P00338; activity change, % (values are at about 110 or 230 µM); 480,000 tested, 0.15% active; in the data active = activity change below about -30%; inconclusive = mostly about -25% to -30%;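 also: plate controls were DMSO wells for no effect and wells without enzyme for full effect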
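Human LDH5 (2 nM) was incubated with 0.06 mM NADH and 0.2 mM pyruvate for 5 min at room temperature in Tris pH 7.4. Remaining NADH was coupled through diaphorase/resazurin, and resorufin fluorescence was read at 0 and 20 min.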
D2 ag = D2 dopamine receptor (human) agonism. P14416. HEK293 T-REx D2 cells, calcium flux agonist mode. activation, % at 2 µM. 340,000 tested, 0.53% active. AID 485358;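 active = activation over 3 SD above normal in the single-dose calcium agonist read, cut at about 30% in these data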; also: 0% is about no effect
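Agonism scored from kinetic calcium signal (1 read/sec, 180 s) following compound pin transfer, after a 10 s baseline. Cells: HEK293 Trex line expressing inducible D2 receptor coupled to calcium, dye-loaded after overnight culture at 30 C.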
12-LOX inh = ALOX12 (human) lipoxygenase inhibition; P18054; purified 12hLO, xylenol orange hydroperoxide absorbance; Potency, µM (top dose mostly 108 µM), inactives show at the top dose activity change, negative = inhibition, actives largely listed as inhibitors; 580,000 tested, 1.1% active; also: potency is read from the fitted curve at half-maximal effect; % is scaled to controls: 0 for no effect and ±100 for the full control effect
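Purified human 12hLO at 150 nM in 25 mM Hepes, 0.01% Triton X-100, pH 7.0, preincubated 15 min at room temperature with compound. Reaction started with 40 uM arachidonic acid, 30 min at room temperature. Hydroperoxide measured by Fe-xylenol orange, 573/405 nm absorbance ratio.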
GRP78 ERSR act = induces the endoplasmic reticulum stress response in human glioma cells | U87-MG GRP78 promoter luciferase reporter, 16 h | Potency, µM, without a hit: at the highest dose activation, hits mostly activators | 420,000 tested, 0.02% active; also: potency is read from the fitted curve at half-maximal effect; series mostly up to about 76 µM; % of control where 0% means no effect; nearly all actives have a fitted effect of over 35% in size
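Stably transfected U87-MG glioma cells carrying a GRP78-based luciferase sensor; 16 h compound incubation. Luminescence end-point read 10 min after Bright-Glo addition at room temperature.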
D2 antagonist = D2 dopamine receptor (human) antagonism; inhibition, % at 10 µM; 340,000 tested, 2% active; P14416; HEK293 TREx D2 cells, calcium flux, dopamine EC80; in the data active = inhibition above about 30%; also: 0% is about no effect
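Cells plated overnight at 30 C with tetracycline; no-wash calcium dye, 30–90 min RT; 10 s baseline; compound pinned; 180 s read; EC80 dopamine added; another 180 s read.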
Vif-A3G inh = blocks the Vif interaction with human APOBEC3G | Q9HC16 | HeLa A3G-eYFP + Vif (tagged APOBEC3G with the HIV-1 protein that degrades it), YFP fluorescence, overnight | Potency, µM (top dose mostly 46.1 µM), without a hit: at the top dose activity, negative = active, usual class: inhibitors | 410,000 tested, 0.076% active | AID 602310;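 also: potency is read from the fitted curve at half-maximal effect; % is scaled to controls: 0 for no effect and ±100 for the full control effect; nearly all actives have a fitted effect of over 60% in size; hits raise eYFP signal because A3G escapes Vif-driven loss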
Target sequence (Q9HC16 whole entry, looked up): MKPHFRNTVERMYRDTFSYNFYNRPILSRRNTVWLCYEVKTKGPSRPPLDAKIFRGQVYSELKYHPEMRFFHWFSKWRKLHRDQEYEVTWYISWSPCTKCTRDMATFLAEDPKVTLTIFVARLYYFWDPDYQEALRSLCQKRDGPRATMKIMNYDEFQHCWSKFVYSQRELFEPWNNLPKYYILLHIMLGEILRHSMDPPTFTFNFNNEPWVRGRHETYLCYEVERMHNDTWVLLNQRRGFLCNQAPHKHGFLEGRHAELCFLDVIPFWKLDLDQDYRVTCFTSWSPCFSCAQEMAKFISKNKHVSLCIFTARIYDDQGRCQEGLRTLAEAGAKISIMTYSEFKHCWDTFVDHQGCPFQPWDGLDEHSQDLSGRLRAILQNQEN
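Read-out is eYFP fluorescence (Ex 488/Em 500-530) from Vif-expressing HeLa A3G-eYFP cells; more signal means A3G escaped Vif-mediated degradation. Cells plated overnight, compound pinned in, incubated overnight at 37 deg C.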
ERG Ets-DNA blk = ERG Ets/DNA interaction inhibition. 370,000 tested, 0.028% active. fluorescence polarization, His-ERG Ets domain / labelled DNA. P11308. Potency, µM (top dose mostly 76.9 µM), inactives show at the top dose FP activity, negative = inhibition, actives largely listed as inhibitors; active = well fitted inhibition curve with a large enough effect in the polarisation, with a control signal flat; inconclusive = small, poorly fitted or top-dose-only effect, or effect the other way, or a change in a side signal; inactive = no such curve, though single readings can be large or run the other way; the % refers to the polarisation;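 also: polarization taken with two DNA probes labelled with fluorescein and Texas red; potency is read from the fitted curve at half-maximal effect; % of control where 0% means no effect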
Target sequence (P11308 whole entry, looked up, the tested form may be a part): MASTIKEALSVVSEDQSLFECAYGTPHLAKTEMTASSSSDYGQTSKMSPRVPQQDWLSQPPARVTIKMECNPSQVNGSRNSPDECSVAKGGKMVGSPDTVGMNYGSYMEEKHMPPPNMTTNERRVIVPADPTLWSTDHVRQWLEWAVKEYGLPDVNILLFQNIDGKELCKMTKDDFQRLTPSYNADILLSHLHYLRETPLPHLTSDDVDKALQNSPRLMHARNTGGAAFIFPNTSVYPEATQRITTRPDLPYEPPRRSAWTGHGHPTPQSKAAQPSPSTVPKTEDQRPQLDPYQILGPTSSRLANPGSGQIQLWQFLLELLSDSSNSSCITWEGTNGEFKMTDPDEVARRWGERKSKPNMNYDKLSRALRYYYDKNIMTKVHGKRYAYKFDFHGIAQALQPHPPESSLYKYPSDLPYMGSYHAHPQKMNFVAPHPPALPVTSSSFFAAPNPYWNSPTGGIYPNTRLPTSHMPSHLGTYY
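His-tagged ERG Ets domain (1 uM in the protein solution; 300mM KCl, 50mM Tris-HCl, 1mM EDTA, 1mM DTT, pH 7.5) received compound, then a probe mix of 5 nM fluorescein-DNA and 100nM Texas-615-DNA. Fluorescence polarization was read for both dyes.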
Vif-APOBEC3F blk = Vif-A3F binding inhibition; Potency, µM (top dose mostly 46.1 µM), for inactives: top-dose activity, negative = active; HeLa A3F-eYFP + Vif (tagged APOBEC3F with the HIV-1 protein that degrades it), YFP fluorescence increase; 390,000 tested, 0.2% active; also: potency is read from the fitted curve at half-maximal effect; % of control where 0% means no effect; nearly all actives have a fitted effect of over 65% in size
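HeLa cells stably expressing A3F-eYFP plus Vif, plated and incubated overnight at 37 deg C, then exposed to compounds overnight at 37 deg C. Blocked degradation read as raised yellow fluorescence (Ex 488/Em 500-530).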
RGS4 inh = human RGS4 inhibition; P49798; Transcreener GDP fluorescence polarization, RGS4-accelerated GTP hydrolysis; Potency, µM (titrated, usually from 114 µM), inactives show top-dose activity change, negative = inhibition, actives largely listed as inhibitors; 390,000 tested, 0.039% active; AID 504845; also: potency is read from the fitted curve at half-maximal effect; % is scaled to controls: 0 for no effect and ±100 for the full control effect; nearly all actives have a fitted effect of over 75% in size; some results filed as inactive show a strong effect at the top dose
Target sequence (P49798 whole entry, looked up): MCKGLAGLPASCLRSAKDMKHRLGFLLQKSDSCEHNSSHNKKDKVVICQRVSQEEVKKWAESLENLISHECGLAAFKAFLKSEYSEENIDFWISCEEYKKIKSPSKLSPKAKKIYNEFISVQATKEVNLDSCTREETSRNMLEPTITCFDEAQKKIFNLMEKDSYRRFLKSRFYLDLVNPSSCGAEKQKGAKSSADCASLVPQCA
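MLSMR compounds (23 nl, pin-transferred) preincubated 10 min at room temperature with a 500nM (2x) first reagent, then RGS4 at 900nM (2x) plus Transcreener GDP mix added; fluorescence polarization (620/688 nm) read before and after 90 min at 30 °C.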
* hit, by the source's call; i = inactive; ? = inconclusive; / = not tested or not shown; [ ] = remark or other dose. Unless noted, calls follow the shape of the dose curve; as a rule, active = well fitted curve in the direction sought with a large enough effect; inconclusive = small, poorly fitted or top-dose-only effect, or another doubt; inactive = no such curve, though single readings can be large; an effect the other way counts as inactive or inconclusive.

SMILES	LDHA inh	D2 ag	12-LOX inh	GRP78 ERSR act	D2 antagonist	Vif-A3G inh	ERG Ets-DNA blk	Vif-APOBEC3F blk	RGS4 inh
CCOc1ccccc1NC(=O)[C@@H](NC(=O)c1cccc(S(=O)(=O)N2CCOCC2)c1)C(C)C	-10	6.0	-12%	-1%	-1	-3%	4%	1%	24%
COc1cc(C(C(=O)NC(C)(C)C)N(C(=O)CNC(=O)c2cccs2)c2ccc(C(C)C)cc2)cc(OC)c1OC (centres undefined)	1	0.3	8%	4%	-22	-4%	/	-5%	-2%
Cc1ccc(NC(=O)CC2C(=O)OCC3CCCCN32)cc1Cl (centres undefined)	0	0.1	-2%	-3%	-7	1%	17%	-1%	14%
COc1ccc(C2=CSC3=NNC4(CCCCC4)NN23)cc1	1	-0.1	?	-1%	-4	2%	4%	5%	4%
CC(=O)N1CCC(C(=O)c2ccc(Cl)cc2)CC1	-4	0.0	-7%	-1%	0	0%	-6%	-9%	26%
O=C(CSc1ccc(-c2ccc(Br)cc2)nn1)NCC1CCCO1 (centres undefined)	-7	/	4%	-2%	/	-3%	7%	-4%	-1%
CC(=O)Nc1ccc(-c2ccnc3c2CC(C(=O)Nc2ccc(Cl)c(C(F)(F)F)c2)O3)cc1 (centres undefined)	-6	/	0%	-3%	/	-6%	/	/	/
N#Cc1ccc(OCC(=O)OCC(=O)c2ccccc2)cc1	-3	/	-1%	-1%	/	1%	0%	-3%	-14%
O=c1[nH]cnc2c1sc1nc(-c3ccccc3)c3c(c12)CCCC3	-7	-0.3	-1%	-1%	-10	-7%	-2%	0%	-4%
Cc1[nH]c2ccccc2c1CCN(Cc1cccs1)C(=S)NC(C)(C)C	-5	0.8	8%[57.4 µM]	-6%	-4	3%	-10%	1%	12%
Fc1ccc(Cn2nnnc2C(c2cccs2)N2CCN(C3CCCCC3)CC2)cc1 (centres undefined)	-2	0.9	4%	-3%	-22	3%	-7%	4%	-13%
COc1ccccc1N(CC(=O)NC1CCCCC1)S(=O)(=O)c1cccs1	-8	0.0	11%	-3%	6	2%	0%	4%	28%
COc1ccc(CCNC(=O)CSc2nnnn2Cc2ccc3c(c2)OCO3)cc1OC	0	/	3%	-4%	/	0%	3%	-6%	14%
Cc1cccc(NC(=S)NC2CCSc3ccccc32)c1 (centres undefined)	-9	-0.4	?	0%	6	-1%	-13%	?	2%
Cc1ccc(-n2nnnc2SCC(=O)NC(C(=O)O)(c2ccccc2)c2ccccc2)cc1C	-3	-0.2	-1%	3%	13	0%	36%[activator]	2%	-22%
CN(CC(=O)Nc1ccccc1Br)C(=O)CNC(=O)c1ccc(Oc2ccccc2)cc1	-7	0.4	5%	1%	-25	0%	-2%	-22%	47%
c1ccc(Oc2ncnc3oc(-c4ccccc4)cc23)cc1	-9	1.1	?	-4%	-10	1%	1%	-5%	-51%
FC(F)(F)c1cc(Cl)c2nnc(-c3ccccn3)n2c1	-3	0.9	-2%	-3%	6	1%	11%	-3%	17%
Cc1c(C(=O)O)sc2nc(-c3cccs3)cc(C(F)(F)F)c12	-2	-1.2	?	2%	4	1%	8%	-17%	-15%
O=C(NCCc1ccccc1)c1cccc2c1C(=O)c1ccc(N3CCOCC3)cc1S2(=O)=O	-14	/	?	-2%	/	-5%	7%	-22%	6%
Clc1ccc(CSc2ccc(-c3cccnc3)nn2)cc1	-10	-0.5	5%	-3%	-24	-1%	?	22%	5%
COc1cc(/C=N\NC(C)=O)ccc1OC/C=C/c1ccccc1	-2	-0.6	i	-5%	-1	1%	10%	0%	-15%
COc1ccc(/C=N/Nc2ccc([N+](=O)[O-])cc2S(=O)(=O)N2CCN(C)CC2)cc1	-8	1.2	-20%	-9%	0	-3%	-2%	?	11%
O=C(CCCOc1ccc(Cl)cc1Cl)NNC(=O)c1ccc(NC(=O)c2ccccc2)cc1	-24	-0.8	-23%	-4%	-17	0%	-8%	2%	0%
C=CCn1c(SCC(=O)Nc2nc(C)cs2)nnc1C(CO)NC(=O)c1ccccc1 (centres undefined)	-6	0.3	9%	-4%	-11	2%	16%	3%	27%
O=S(=O)(c1ccc(Cl)cc1)N1CCCC(C(F)(F)F)C1 (centres undefined)	-17	-0.6	7%	-3%	2	-1%	-4%	-7%	4%
Cc1cc(NC(=O)NC(=O)c2ccccc2NC(=O)C(C)N)ccc1Oc1ncc(Br)cn1 (centres undefined)	28	/	17%	-2%	/	?	/	0%	-1%
CCOC(=O)c1c(NC(C)=O)sc2c(O)c(CN3CCN(CC)CC3)ccc12	22	0.1	?	1%	8	-5%	/	-1%	-39%
Cc1ccc(S(=O)(=O)Nc2nsc(N)n2)cc1	-14	2.4	0%	-4%	10	1%	-6%	-1%	-38%
COc1ccccc1NC(=O)Nc1nc(C(N)C(C)C)cs1 (centres undefined)	0	/	4%	0%	/	-2%	/	/	/

Shown as labelled records: two of the compounds above
> COc1ccc(/C=N/Nc2ccc([N+](=O)[O-])cc2S(=O)(=O)N2CCN(C)CC2)cc1
  LDHA inh: -8
  D2 ag: 1.2
  12-LOX inh: -20%
  GRP78 ERSR act: -9%
  D2 antagonist: 0
  Vif-A3G inh: -3%
  ERG Ets-DNA blk: -2%
  Vif-APOBEC3F blk: ?
  RGS4 inh: 11%
> O=C(CCCOc1ccc(Cl)cc1Cl)NNC(=O)c1ccc(NC(=O)c2ccccc2)cc1
  LDHA inh: -24
  D2 ag: -0.8
  12-LOX inh: -23%
  GRP78 ERSR act: -4%
  D2 antagonist: -17
  Vif-A3G inh: 0%
  ERG Ets-DNA blk: -8%
  Vif-APOBEC3F blk: 2%
  RGS4 inh: 0%

More records.
SMILES	LDHA inh	D2 ag	12-LOX inh	GRP78 ERSR act	D2 antagonist	Vif-A3G inh	ERG Ets-DNA blk	Vif-APOBEC3F blk	RGS4 inh
CCn1c(COc2ccc(OC)cc2)nnc1SCC(=O)Nc1cc(OC)ccc1OC	2	-0.3	-26%	-10%	-27	-2%	-4%	5%	18%
O=C1c2ccccc2C(=O)N1CCCc1nc(-c2ccncc2)no1	0	0.5	0%	-1%	-6	-1%	4%	-16%	22%
COc1ccc(C2SCC(=O)N2CCCN(C)C)cc1 (centres undefined)	-4	-0.5	27%	-4%	-18	0%	-9%	/	12%
COc1cccc(N2CCN(C(=O)CCn3nc(C)c(S(=O)(=O)N4CCCC4)c3C)CC2)c1	5	1.3	-18%	-3%	/	5%	-3%	7%	-6%
Cc1cccc(Nc2cc(C)nc3nc(Cc4ccc(Cl)cc4)nn23)c1	-2	-0.3	-5%	-1%	/	-3%	2%	-5%	4%
CCN(CC)C1CCN(C(=O)c2cc(COc3ccccc3SC)on2)C1 (centres undefined)	-1	0.7	?	7%	-5	-1%	5%	-1%	-5%
CC1(C)[N+]([O-])=C2C(=[N+]([O-])C1(C)C)c1ccccc1/C2=N\O	-1	-0.8	?	-3%	12	-1%	-5%	-2%	-11%
COc1ccc(CCNC(=O)c2[nH]c(C)c(C(C)=O)c2C)cc1	-5	-0.7	0%	-5%	2	-5%	6%	-11%	-30%
CC1CCCCC1NC(=O)C1CCN(c2c3c(nc4ncnn24)CCC3)CC1 (centres undefined)	-5	-2.2	0%	-5%	34*	0%	1%	6%	1%
O=C(NCCc1ccccc1F)N[C@@H](Cc1ccccc1)C(=O)O	-5	1.3	?	-1%	5	3%	3%	-6%	6%
Cc1cccc(C(=O)N2CCC(n3nnc4cc(F)ccc43)CC2)c1	-3	0.8	1%	-3%	4	0%	-1%	-3%	9%
Cn1c(COc2ccccc2)nnc1SCCN1CCOCC1	-9	1.3	?	-5%	9	0%	-7%	2%	-7%
Cc1ccc(C)c(Cn2c(=O)c3c(nc4n3CCN4Cc3ccco3)n(C)c2=O)c1	-16	0.6	18%	-1%	15	-1%	2%	-2%	6%
Cc1onc(-c2c(F)cccc2Cl)c1C(=O)NC1CCSC1=O (centres undefined)	-7	-0.1	-23%	-5%	-9	0%	9%	4%	5%
COc1ccc(CN2CCNC(=O)C2CC(=O)NCc2csc(C(C)C)n2)c(OC)c1 (centres undefined)	7	0.7	-11%	-2%	0	-6%	11%	11%	-11%
Cc1cc(=O)oc2ccc(OCC(=O)N3CCC(C)CC3)cc12	0	0.4	i	5%	-10	-6%	-9%	-1%	-24%
Cc1ccc(N2CCN(CCc3nc4cc(NC(=O)c5ccco5)ccc4n3C)CC2)cc1	-3	0.5	0%	0%	1	2%	-2%	3%	-12%
Cn1c(=O)c2c(nc(Oc3ccc4ccccc4c3)n2C)n(C)c1=O	-4	-2.7	0%	-2%	6	1%	-13%	0%	-4%
N#CC(C(=O)C12CC3CC(CC(C3)C1)C2)c1nc2ccccc2[nH]1 (centres undefined)	-3	-0.3	22%	1%	-1	-9%	-1%	-11%	8%
O=C(CCC1N=C2c3ccccc3N=C(SCc3ccc(Cl)cc3)N2C1=O)N1CCN(c2ccccc2)CC1 (centres undefined)	0	-2.2	-14%	1%	/	2%	17%	4%	2%
CCOC(=O)Cn1c(=O)n(CC(=O)OCC)c2ccccc21	1	1.5	0%	-3%	11	1%	2%	-10%	22%
Cc1ccccc1N=Nc1c(O)[nH]c2ccccc12	10	/	0%	0%	/	0%	22%	-18%	?
O=C(NCC1CCCO1)c1ccccc1NS(=O)(=O)c1cc([N+](=O)[O-])ccc1Cl (centres undefined)	2	/	-15%	0%	/	-13%	13%	14%	-7%
O=C(NNC(=O)C(c1ccccc1)c1ccccc1)c1cccs1	-5	0.1	32%[activator]	-3%	-18	2%	-1%	5%	-9%

Assay outcomes as filed in PubChem BioAssay.

A portion of the library, so the mix of outcomes need not match the whole.
